DNA FID counter: displaces DNA intercalator in HCV helicase counter-screen; DNA fluorescent intercalator displacement, fluorescence; AID 1845; hit rate 0.17% among 290,000; inhibition, % at 7.9 µM; in the data active means inhibition above about 37%;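 further: 0% = vehicle and 100% = reference compound; higher means more ethidium bromide displaced from hairpin DNA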
VIM-2 inhibitor: inhibitors of Pseudomonas aeruginosa VIM-2 metallo-beta-lactamase; purified VIM-2, nitrocefin hydrolysis, epi-absorbance fluorescence; inhibition, % at 5.6 µM; hit rate 0.89% among 290,000; AID 1527;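 active means inhibition above the mean of all tested compounds plus 3 SD, cutoff set per screening run, cut at about 7.5% in these data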;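 further: red hydrolysis product quenches plate fluorescence so inhibitors raise well fluorescence; 0% = enzyme with DMSO and 100% = DMSO without enzyme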
IDE cell activ: activators of human insulin-degrading enzyme in cells. hit rate 0.073% among 340,000. HEK cells, FAbeta-B cleavage, fluorescence polarization; 0% vehicle, 100% cell-free pure enzyme wells. activation, % at 5.96 µM. P14735;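 active means activation above the mean of all tested compounds plus 3 SD, set per screening campaign, cut at about 17% in these data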
IMP-1 inh: blocks Pseudomonas aeruginosa IMP-1 metallo-beta-lactamase; purified IMP-1, nitrocefin hydrolysis, epi-absorbance fluorescence; inhibition, % at 5.6 µM; hit rate 0.45% among 290,000; AID 1556;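 active means inhibition above the mean plus 3 SD of all compounds in the same screening run, cut at about 4.5% in these data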;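 further: 0% = IMP-1 with DMSO and 100% = DMSO wells lacking enzyme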
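System: purified IMP-1 / Input: IMP-1 dispensed at 0.2 nM / Medium: 50 mM HEPES pH 7.1, 50 µM ZnSO4, 0.05% Brij 35 / Timing: 15 min enzyme–compound preincubation, then 25 min nitrocefin reaction, 25 °C / Technique: plate fluorescence quenching by hydrolysis product, ex 480/em 530 nm / Repeats: singlicate testing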
IDE cell inh: inhibits human insulin-degrading enzyme in HEK cells; inhibition, % at 5.59 µM; AID 434962; hit rate 0.41% among 320,000; FAbetaB cleavage, fluorescence polarization; P14735;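 active means percent inhibition above the average of all tested compounds plus 3 SD, set per screening campaign, cut at about 16% in these data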;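 further: IDE supplied by intact live HEK cells; FP after avidin binding of uncleaved biotin substrate so inhibition keeps polarization high; 0% = DMSO wells and 100% = 60 µM reference IDE inhibitor Ii1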
HCV NS3 hel inh: blocks Hepatitis C virus NS3 helicase unwinding; NS3 helicase DNA unwinding, Cy5 molecular beacon fluorescence; inhibition, % at 10.9 µM; hit rate 0.56% among 290,000;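 active means inhibition above the mean of all tested compounds plus 3 SD, set per campaign, cut at about 35% in these data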;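 further: 0% = DMSO wells and 100% = thioflavine S control wells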
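Compound dosing – single dose, 10.9 µM nominal final, DMSO 0.8% final · System – NS3 helicase fragment of HCV · Buffer or medium – MOPS pH 6.5, MgCl2, DTT, Tween20, BSA · Signal – Cy5 beacon fluorescence read at start and 1 h · Also added – annealed dual-labelled DNA beacon duplex, ATP-started · Schedule – 1 h at 25 °C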
SUMO HTRF inh: blocks human SUMOylation mediated by UBC9; P63279; HTRF SUMOylation assay, SAE1/SAE2 + UBC9, in vitro; inhibition, % at 35 µM; hit rate 0.36% among 290,000; AID 2006; in the data active means inhibition above about 50%, passing the limit was not always enough; further: strong numbers were not always called active
Target sequence (P63279 whole entry, looked up): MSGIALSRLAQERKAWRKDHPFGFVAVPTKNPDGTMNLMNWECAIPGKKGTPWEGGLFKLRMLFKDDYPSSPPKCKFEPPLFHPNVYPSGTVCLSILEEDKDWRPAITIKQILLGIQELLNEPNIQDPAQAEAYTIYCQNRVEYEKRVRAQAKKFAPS
PfM18AAP inh: PfM18AAP enzyme inhibition | recombinant PfM18AAP, H-Glu-NHMec fluorogenic cleavage | inhibition, % at 7.35 µM | hit rate 1.2% among 290,000;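 active means inhibition above the campaign mean inhibition over all tested compounds plus 3 SD, cut at about 28% in these data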;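 further: 0% = plate median of test compound wells and 100% = 2 mM ZnCl2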
p-CIP stab down: p/CIP protein destabilization; F442A p/CIP-EGFP cells, EGFP fluorescence, 16 h; decrease of EGFP signal, % at 10 µM; hit rate 0.01% among 290,000;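 active means EGFP signal decrease of at least 30% at 10 µM or well 3 SD below plate mean, unless failing retest; inactive means the rest, including hits failing retest or dose response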; further: some compounds called inactive have numbers as strong as hits; many of its hits are not listed in these tables
* marks the source's active call; other numbers are inactive results; . = not tested or not shown.

SMILES	DNA FID counter	VIM-2 inhibitor	IDE cell activ	IMP-1 inh	IDE cell inh	HCV NS3 hel inh	SUMO HTRF inh	PfM18AAP inh	p-CIP stab down
CN(CC(=O)Nc1ccccc1C(F)(F)F)Cc1c(O)ccc2ccccc12	-8	-1.4	5	-1.7	-1	-10	-13	6	6
O=C(NCCc1cccc(Cl)c1)c1ccc(OC2CCN(Cc3ccccn3)CC2)cc1	4	-3.1	5	-1.7	.	-36	3	8	20
CCC(C)NCCOCCOc1ccc(Cl)cc1Br (configuration not stated)	36	0.2	1	1.3	5	-6	26	-1	-15
Cc1ccc(C)c(Cn2c(C(C)O)nc3ccccc32)c1 (configuration not stated)	-19	-3.5	2	-2.5	-5	-1	4	-2	0
O=C(/C=C(/c1ccc(Cl)cc1)n1cncn1)c1ccccc1	-8	-2.5	3	-1.5	1	1	-4	23	-18
NS(=O)(=O)c1ccc(S(=O)(=O)N2CCN(C3CCCC3)CC2)cc1	-1	-2.3	4	-1.3	1	0	-5	1	-3
COc1ccc(Cc2nnn(CC(=O)O)n2)cc1	4	-2.2	3	-2.4	5	-6	6	10	9
CC(=O)Oc1ccc2c(=O)c(-c3nc4ccccc4s3)coc2c1	0	-1.0	5	-3.0	3	5	20	-7	-16
O=C1CCCN1CN(C(=O)c1ccc2c(c1)OCO2)c1ccc(F)cc1	-4	-1.7	-2	-1.7	-3	-4	-10	-8	1
CC1=NN(c2ccccc2)C(=O)/C1=C\c1cn(CCC#N)nc1-c1ccc(Cl)cc1	-2	-2.8	2	-3.1	-1	7	66	8	10
COc1ccc(CN(Cc2ccncc2)C(=O)CCC(=O)O)cc1	-7	-1.6	3	-5.4	7	1	24	-14	2
CCOc1c(OC)cccc1C1CC(=O)Nc2cc3c(cc21)OCCO3 (configuration not stated)	-17	-0.9	-7	-2.4	-5	1	-6	1	-16
CCSc1nnc(NC(=O)C(CC)(C(F)(F)F)C(F)(F)F)s1	-4	-4.5	-1	-4.9	4	12	5	-2	-22
COc1ccc(CNC(=O)[C@H](C)N2C(=O)N3CCc4c([nH]c5ccc(OC)cc45)[C@@]3(C)C2=O)cc1	-25	-1.3	1	-1.4	-1	-7	11	1	-1
CCOCCCNC(=O)C(c1ccc(C)cc1)N(Cc1cccs1)C(=O)CNC(C)=O (configuration not stated)	-26	-0.9	6	-1.5	3	8	-6	7	0
CC(C)N=C(NS(=O)(=O)c1cccs1)c1ccccc1	-3	-3.9	-1	-0.6	3	1	11	2	-2
CCOCCCNC(=O)C1c2ccccc2C(=O)N2CCc3ccccc3C12 (configuration not stated)	-8	0.4	-3	-3.4	8	4	12	-4	7
COc1ccc(NC(=O)C(Sc2nnc(-c3ccncc3)n2-c2ccccc2C)c2ccccc2)cc1Cl (configuration not stated)	-14	-0.4	0	1.9	5	7	-26	5	9
Cn1c(O)c(C=NCC2CCNCC2)c(=O)n(C)c1=O	1	-3.2	.	-3.1	.	4	32	-6	-2
CC1(C)NC(=O)N(CCSc2ccc(Cl)cc2)C1=O	-5	-2.9	-3	-2.9	-5	0	0	-4	7
Cc1cc(-c2ccccc2)nc(Cl)c1C#N	0	-1.9	4	-2.0	1	9	-23	-5	9
COc1ccc(NN=Nc2ccc([N+](=O)[O-])cc2)cc1	2	-0.3	6	-3.1	.	1	13	-19	-4
CCCCNC(=O)[C@H]1N2C(=O)c3c(ccc(OC)c3OC)C2SC1(C)C (some centres not stated)	-27	-1.0	-3	-0.5	-2	-6	0	-6	-1
O=C(/C=C/Nc1ccc(F)cc1Br)c1ccccc1	-3	0.5	3	-1.8	1	4	-5	2	-3
COc1ccc([N+](=O)[O-])cc1N(CC(O)CN1CCOCC1)S(=O)(=O)c1ccccc1 (configuration not stated)	6	-0.5	2	-1.6	-2	-6	7	-7	-9

Remaining list, next part.
SMILES	DNA FID counter	VIM-2 inhibitor	IDE cell activ	IMP-1 inh	IDE cell inh	HCV NS3 hel inh	SUMO HTRF inh	PfM18AAP inh	p-CIP stab down
N#CC1=C(S)N=C(N)C(c2nc(-c3ccccc3)cs2)C12CCCC2 (configuration not stated)	-8	-3.3	-10	-6.8	20*	11	0	-12	1
Cc1ccc(Oc2ncccc2/C=N/O)cc1	-1	1.0	1	-3.0	-1	3	13	5	3
CCN1CCCC1CNS(=O)(=O)c1ccc(F)c(Cl)c1 (configuration not stated)	1	-1.5	4	-1.2	10	9	-3	-2	-6
N/C(=N\OC(=O)CCCOc1ccccc1)c1cccc([N+](=O)[O-])c1	2	-0.7	0	-1.1	-3	-9	-2	-11	-4
COc1ccc(NC(=S)NNC(=O)C(C)n2nc(C)c([N+](=O)[O-])c2C)cc1 (configuration not stated)	-2	-3.1	3	-4.7	-2	1	-4	15	7
O=C(NCC1COc2ccccc2O1)C1CCCN(S(=O)(=O)c2cccc3nsnc23)C1 (configuration not stated)	-5	-2.6	0	-3.8	8	9	24	0	-13
CC(=O)N1c2ccc(S(=O)(=O)N3CCC(C(=O)N4CCN(c5ccccc5)CC4)CC3)cc2CC1C (configuration not stated)	-55	-0.4	-8	-2.5	2	-8	10	6	-16
Cc1cccc(NC(=O)CCNC(=O)c2ccccc2Cl)n1	-8	1.8	-1	1.5	-1	12	11	-7	5
Cc1cccc(-c2cc3c(N=O)c4ccccc4c-3n[nH]2)c1	1	-1.1	10	-0.2	-3	-3	27	-3	-2
S=c1[nH]nc(-c2cc(-c3ccccc3)n[nH]2)n1/N=C/c1ccc(Cl)cc1	-9	-2.5	12	-3.0	12	-2	46	16	-8
COc1ccc(C2CC(c3ccccc3)Nc3nc(NC(=O)c4cccs4)nn32)cc1 (configuration not stated)	-27	-3.4	5	-5.1	3	-8	10	-1	3
CCOc1ccc(S(=O)(=O)c2c[nH]c3ccccc3c2=O)cc1	-8	-0.2	-3	-0.8	-2	6	-1	-2	1
Cc1ccc(NC(=O)CCN2C(=O)c3ccccc3Sc3ncccc32)cc1	-12	1.1	2	-1.6	3	-5	6	-2	-30
O=C(Cn1cnc2c(nnn2-c2ccccc2)c1=O)NCC1CCCO1 (configuration not stated)	2	-0.9	10	-3.5	0	15	12	0	-8
CCN(CC)S(=O)(=O)c1ccc(C(=O)NC2=C(C(=O)OC)SCC2)cc1	-9	0.2	-2	0.5	4	-7	-8	-12	-18
Cc1ccc(S(=O)(=O)NC(=O)NN2CCCCCC2)cc1	0	-3.1	5	-3.8	1	5	18	-7	0
CCOc1ccc(NC(=S)N/N=C(\C)Cc2ccc(OC)cc2)cc1	-4	-2.3	-4	-4.6	-1	11	-12	22	0
O=C(O)C1=NN(c2c(F)c(F)cc(F)c2F)C(=O)CC1	-2	-2.6	-3	-3.4	9	25	14	3	-12
O=C(Nc1nc(-c2ccccn2)cs1)C1CC(=O)N(c2ccc3c(c2)OCCO3)C1 (configuration not stated)	-32	-1.6	-2	-3.7	7	2	10	5	1
CCN1C(=NCc2ccc(OC)cc2)N[C@@H](CCc2ccccc2)[C@H](C(=O)NCc2ccc(OC)cc2)[C@H]1C	21	-5.2	-5	-4.5	-5	-103	5	-13	-13
CCCCC1NC(=S)N(C2CCCCC2)C1=O (configuration not stated)	-10	-1.8	6	-3.8	0	7	-4	0	-1
CCc1nc2c(c(=O)[nH]1)C1(CCCC1)Cc1ccccc1-2	-3	-0.7	-2	-0.3	-1	-11	-20	4	10
CC(=O)c1cc2c(cc1NC(=O)c1ccc(C)cc1)OCO2	2	-2.8	.	-2.8	4	-10	18	-2	-8
Cc1cccc(NC(=O)Cn2c(O)c(N=NC(N)=S)c3ccccc32)c1	6	-0.5	12	-2.4	-6	-4	14	14	0
c1ccc2c(-c3[nH]ncc3CNCCCn3ncc4ccccc43)cccc2c1	31	2.2	5	0.6	4	-49	14	16	-4

(cont.)
SMILES	DNA FID counter	VIM-2 inhibitor	IDE cell activ	IMP-1 inh	IDE cell inh	HCV NS3 hel inh	SUMO HTRF inh	PfM18AAP inh	p-CIP stab down
Cc1nc2c(C)cccc2cc1C(=O)N/N=C/c1ccc(N(C)C)cc1	-16	-3.6	-1	-3.6	1	0	-3	7	-3
COC(=O)c1ccc(/C=N\N2CCN(c3ccccc3)CC2)cc1	-9	0.3	2	-2.7	.	0	0	0	-11
Cc1cccc(C)c1NS(=O)(=O)c1ccc(-c2ccc(=O)[nH]n2)o1	-16	0.1	5	-0.4	6	-12	2	-5	6
COc1ccc(CN2CN(C(C)C)CSC2=S)cc1	-8	-0.6	1	-0.9	7	-7	-2	4	-14
O=c1oc2c(O)cccc2cc1-c1nc2ccccc2[nH]1	1	6.4	61*	7.2*	.	-19	14	7	-252
Cc1cc(C)c(S(=O)(=O)N2CCCC(C(=O)NCc3ccncc3)C2)c(C)c1 (configuration not stated)	-24	0.7	1	-1.4	0	-6	5	-7	-11
CN1CC=C2C(C#N)=C(N)C(C#N)(C#N)[C@H](c3cccc(Cl)c3)C2C1 (some centres not stated)	3	-1.2	-4	-0.6	2	2	23	9	-13
CSCCC(C(=O)NC1=NCCS1)N1C(=O)c2ccccc2C1=O (configuration not stated)	-2	-2.7	5	-2.0	0	-1	4	-2	0
O=C(N/N=C/C1CC=CCC1)c1cc2ccccc2cc1O (configuration not stated)	-10	1.3	7	-3.4	-3	15	7	14	7
COc1ccc(C(=O)OCC(=O)Nc2ccc(Cl)cn2)cc1	1	2.0	6	-2.3	2	-1	2	-2	17
COc1ccc(S(=O)(=O)N2CCN(C(=O)c3cc(-c4ccc(C)cc4)n[nH]3)CC2)cc1	-40	-6.0	2	-3.8	-1	-11	10	1	-7
COC(=O)c1cc(C(=O)NCc2ccc3c(c2)OCO3)cc([N+](=O)[O-])c1	1	-1.3	-2	-1.1	-1	17	-4	3	7
CC1(C)CC(NS(=O)(=O)c2ccc(S(N)(=O)=O)cc2)CC(C)(C)N1	-5	-4.3	5	-3.5	3	7	6	2	1
CNc1nc(Sc2ccc(C)cc2)cc(C(F)(F)F)n1	-6	-0.8	6	-3.4	-1	8	-21	-2	2
Cc1cc(C)cc(NC(=O)COC(=O)CCc2ccc(S(=O)(=O)N3CCOCC3)cc2)c1	-25	-1.5	1	-3.3	-1	-1	-1	-15	-13
CC(C)(C)c1cc(C(=O)O)n(Cc2ccc(Cl)cc2Cl)n1	-26	-1.2	1	-3.1	3	22	17	1	-12
COc1cccc(/C=C/c2n[nH]c(=O)c(C#N)c2C)c1	-7	2.2	1	-1.4	1	-2	21	3	-7

A different layout for 3 compounds above.
Under each structure: DNA FID counter, VIM-2 inhibitor, IDE cell activ, IMP-1 inh, IDE cell inh, HCV NS3 hel inh, SUMO HTRF inh, PfM18AAP inh, p-CIP stab down
Cc1nc2c(C)cccc2cc1C(=O)N/N=C/c1ccc(N(C)C)cc1
    -16, -3.6, -1, -3.6, 1, 0, -3, 7, -3
COC(=O)c1ccc(/C=N\N2CCN(c3ccccc3)CC2)cc1
    -9, 0.3, 2, -2.7, ., 0, 0, 0, -11
Cc1cccc(C)c1NS(=O)(=O)c1ccc(-c2ccc(=O)[nH]n2)o1
    -16, 0.1, 5, -0.4, 6, -12, 2, -5, 6

High-throughput results from PubChem.

This is a random part of the collection. About 3.6% of those tested had a hit in this group.
